# Assay outcomes from PubChem BioAssay.
# RmlCD inh mix – RmlC/RmlD inhibition, mixture screen. RmlC/RmlD coupled enzyme inhibition, 384-well mixture HTS. inhibition, % at 5.5 µM. hit rate 0.39% among 110,000; in the data active = inhibition above about 30%, passing the limit was not always enough; inconclusive = no clear call, values can overlap the other calls; also: strong numbers were not always called active
# RT RNaseH block – blocks HIV-1 RNase H cleavage of RNA/DNA duplex; inhibition, % at 10 µM; P04585; RT-RNase H RNA/DNA duplex cleavage, fluorescence; AID 565; hit rate 1.9% among 65,000; in the data active = inhibition above about 50%
# An asterisk follows results filed as active; ? = inconclusive; · = no result given. A portion of the library; the hit share may differ from the screen's.
SMILES,RmlCD inh mix,RT RNaseH block
CCOc1ccccc1-c1nc(-c2ccncc2)no1,-8,·
O=C(c1cc2ccccc2oc1=O)N1CCCN(C(=O)c2cc3ccccc3oc2=O)CC1,·,6
COc1ccc(-c2nc(C#N)c(NCCc3ccccc3)o2)cc1,-40,-11
CN1[C@@H]2CC(OC(=O)[C@H](CO)c3ccccc3)C[C@H]1[C@@H]1O[C@@H]12 (stereo partly specified),?,-19
COc1ccc(C(=O)N/C(=C\c2cccs2)c2nc3ccccc3[nH]2)cc1OC,5,·
O=C(Nc1ccc(Cl)cc1)N1CCSCC1,·,-3
CC(c1nnc(SCC(=O)Nc2sccc2C#N)n1-c1ccc(Cl)cc1)N(C)C (stereo unspecified),1,-6
Cc1ccc(N2C(=O)C3C(C2=O)C2C=CC3C23CC3)cc1 (stereo unspecified),-1,1
Cc1cc(N)n2ncc(-c3ccccc3)c2n1,20,1
COc1cccc2c(=O)n(CC(=O)N3CCc4ccccc43)ccc12,-2,·
O=C(Nc1cc(S(=O)(=O)N2CCCC2)ccc1Cl)C1=COCCO1,-8,·
CC(C)(C)C(=O)CC1(O)C(=O)N(Cc2ccccc2)c2ccccc21 (stereo unspecified),-11,·
CCOC(=O)CNC(=O)CN1C(=O)CCS(=O)(=O)c2ccccc21,-5,-4
O=C(CN1C(=O)C2C3C=CC(C3)C2C1=O)Nc1ccc2c(c1)OCCO2 (stereo unspecified),-2,2
CC1(C)CC(=O)c2sc(NC(=O)c3ccc4ncsc4c3)nc2C1,8,·
CCN(CC)S(=O)(=O)c1ccc(OCC(=O)NCc2ccccc2)cc1,-11,-3
COC(CNC(=O)C1CC(=O)N(CCc2ccccc2)C1)OC (stereo unspecified),-22,·
CCOC(=O)COc1ccc2cc(C(=O)OCC)c(=O)oc2c1,·,-1
O=C(NCN1CCN(c2ccccn2)CC1)c1cnccn1,5,-1
CCOc1ccc(N(CC(=O)NC2CCCC(C)C2C)S(=O)(=O)c2c(C)noc2C)cc1 (stereo unspecified),6,17
COc1ccc(S(=O)(=O)Nc2nnc(C(C)C)s2)cc1,5,25
Cc1ccc2oc(-c3ccc(NC(=O)c4ccc5c(c4)OCO5)cc3)nc2c1,-35,64*
CCC(C)n1nnc2c(=O)oc3ccccc3c21 (stereo unspecified),-3,·
Cc1nc(N)sc1-c1nnc(SCC(=O)Nc2nccs2)n1C,-13,-2
O=C1CSC(c2cn(-c3ccccc3)nc2-c2cccs2)N1CC1CCCO1 (stereo unspecified),9,-19

# Filtered by structure: the compounds so far with a halogen (3)
SMILES,RmlCD inh mix,RT RNaseH block
O=C(Nc1ccc(Cl)cc1)N1CCSCC1,·,-3
CC(c1nnc(SCC(=O)Nc2sccc2C#N)n1-c1ccc(Cl)cc1)N(C)C (stereo unspecified),1,-6
O=C(Nc1cc(S(=O)(=O)N2CCCC2)ccc1Cl)C1=COCCO1,-8,·

# Next section:
SMILES,RmlCD inh mix,RT RNaseH block
CSC1=NCCN1C(=O)C(C)Oc1ccccc1 (stereo unspecified),1,-8
COc1ccc(OC)c(-n2nnnc2SCC(=O)Nc2ccc(C(=O)N3CCCCC3)cc2)c1,-10,-24
COc1ccccc1CNC(=O)C/C(C)=N/NC(=O)Cc1ccccc1,4,·
Cc1cc[n+](CC(=O)c2cccs2)cc1,-5,·
NC(=O)CNC(=O)[C@@H]1CC2(CC(c3ccc(Cl)cc3)=NO2)CN1C(=O)c1ccc(Br)cc1 (stereo partly specified),14,·
COC(=O)CSc1nc(N)nc(C)c1Br,2,-14
Cc1cc2n(n1)C(c1cn(-c3ccccc3)nc1C)Nc1ccccc1-2 (stereo unspecified),-42,-26
Cn1c(C(=O)NCCN2CCc3ccccc3C2)cc2c(=O)n(C)c3ccccc3c21,13,-20
CCCCOc1cccc(C2(C(=O)O)CCCC2)c1,48,2
CNC(=S)NNC(=O)c1sccc1OCc1ccc(Cl)cc1Cl,15,·
Cc1ccccc1-c1nc(CS(=O)(=O)CC(=O)NCCCN2CCCC2=O)c(C)o1,6,-2
O=C(C1CCCN(Cc2cccc(F)c2)C1)N1CCCCC1 (stereo unspecified),-7,·
COCC(=O)n1nc(-c2ccc(Cl)cc2)nc1NCc1ccc(F)cc1,13,·
CCN1C(=O)/C(=C/N2CC(C)CC(C)C2)SC1=S (stereo unspecified),10,-17
Cc1ccc(NCc2nnc(SCC(N)=O)n2CCc2ccccc2)cc1,-9,-1
CCOC(=O)N1CCC(c2nc(C)sc2C(=O)O)CC1,-7,-5
COc1ccc(S(=O)(=O)N2CCOCC2)cc1C(=O)Nc1ccon1,-16,-6
O=C(Nc1ccc2c(c1)OCCO2)NC12CC3CC(CC(C3)C1)C2,-11,7
Cc1nc(/N=C\N(C)C)sc1C(=O)Nc1ccccc1,18,-5
COc1ccccc1N1CCN(C(=O)c2cc(-c3ccco3)on2)CC1,7,-24
CC(C)c1ccc2c(c1)C(c1ccc(N3CCOCC3)cc1)=NNC(c1cccs1)=N2,-14,·
O=C(Oc1cccnc1)c1cc(S(=O)(=O)N2CCCCC2)ccc1Cl,-83,·
COc1ccc(CN2CCN(C(=O)c3cccnc3)CC2)cc1Br,0,-8
CSc1ncccc1-c1nc2ccccc2[nH]1,-27,·
Cn1c(=O)c2c(nc(SCCN3CCOCC3)n2Cc2ccc(Cl)cc2)n(C)c1=O,·,-13
SMILES,RmlCD inh mix,RT RNaseH block
Cc1ccc(C(C(=O)NC2CCCCC2)N(CCC(C)C)C(=O)CNC(=O)c2ccco2)o1 (stereo unspecified),8,5
Cn1nc(CC(=O)NCCN2C(=O)CSC2=O)c2ccccc2c1=O,6,-6
CCN(CC)S(=O)(=O)c1ccc2oc(C(=O)NC(C)C)c(C)c2c1,-11,9
CCC(=O)N1CCc2cc(S(=O)(=O)CCC(=O)Nc3ccc(CC)cc3)ccc21,·,-11
O=Nc1c(O)n(Cc2cccc(Cl)c2)c2ccccc12,-7,·
Cc1ccc(-c2nn(-c3ccccc3)c3[nH]c(=O)c(CNCCN(C)C)cc23)cc1,·,-14
Cc1ccccc1C(=O)Nc1ccc(C(=O)NNC(=O)CCCOc2ccc(Cl)cc2Cl)cc1,-32,·
Cc1ccc2oc(=O)c3cnn(CC(=O)NCCN(C)C)c3c2c1,-7,-11
O=S1(=O)CCC(NS(=O)(=O)/C=C/c2ccccc2)C1 (stereo unspecified),-19,-14
Cc1nc(N2CCOCC2)nc(N2CCN(c3ccccc3)CC2)c1[N+](=O)[O-],-14,·
Cc1oc(C(=O)O)cc1COc1cccc2cccnc12,·,10
COc1ccc(N2CCN(C(=O)CC(NC(N)=O)c3cccc(Oc4ccccc4)c3)CC2)cc1 (stereo unspecified),-11,5
COc1cccc(CSc2nc3sc(C)c(C)c3c(=O)n2Cc2ccco2)c1,-8,3
CC(=O)Nc1nc(C)c(-c2csc(Nc3ccc(O)cc3)n2)s1,-5,43
C=CCn1c(Cc2nc3ccc(Cl)cc3[nH]2)n[nH]c1=S,12,58*
CSc1nc(-c2ccco2)nn1C(=O)Cc1ccccc1,-4,6
CCOc1ccc(S(=O)(=O)Nc2cc(Cl)ccc2O)cc1,-13,-115
Cc1ccc2c(CC(=O)O)coc2c1,·,-9
CCC1(C)N(O)C(C)(C)C(c2ccc(OC)cc2)=[N+]1[O-] (stereo unspecified),2,-6
CCn1cc(C(=O)C(F)(F)F)c2ccccc21,0,·
FC(F)(F)c1cc(-c2ccco2)nc(N2CCN(c3ccccc3)CC2)n1,32,·
COc1ccccc1-n1cnc2cc(C(=O)NCCCN3CCOCC3)ccc21,-13,-11
COc1ccc(N2C(=O)C3CCCN3C2=O)cc1 (stereo unspecified),-4,·
O=C(CCNc1cc(Cl)cc(Cl)c1)c1ccco1,2,-55
CN(CC(=O)Nc1ccccc1-c1ccccc1)C1CCCCC1,-5,·

# Single entries from the list:
# `Cc1nc(N2CCOCC2)nc(N2CCN(c3ccccc3)CC2)c1[N+](=O)[O-]` in RmlCD inh mix → -14
# `C=CCn1c(Cc2nc3ccc(Cl)cc3[nH]2)n[nH]c1=S` in RT RNaseH block → 58*
# `CCN(CC)S(=O)(=O)c1ccc2oc(C(=O)NC(C)C)c(C)c2c1` in RT RNaseH block → 9
# `Cc1ccc(C(C(=O)NC2CCCCC2)N(CCC(C)C)C(=O)CNC(=O)c2ccco2)o1` (stereo unspecified) in RT RNaseH block → 5
# `Cc1ccc2oc(=O)c3cnn(CC(=O)NCCN(C)C)c3c2c1` in RT RNaseH block → -11

# (list continues)
SMILES,RmlCD inh mix,RT RNaseH block
CCOC(=O)CC(=O)CSc1nnc2sc3ccccc3n12,5,-6
CCOc1ccc(NS(=O)(=O)CC23CCC(CC2=O)C3(C)C)cc1 (stereo unspecified),8,·
CCOC(=O)C[C@H]1c2ccc(C(F)(F)F)cc2S(=O)(=O)N1C(C)C,-7,·
Cc1ccccc1-c1n[nH]c(=S)o1,18,8
Cn1c(SCC(=O)N2c3ccccc3Sc3ccc(Cl)cc32)nnc1-c1ccco1,-9,-17
Cc1nn2c3ccccc3n(C)c2nc1=O,10,·
COc1ccc(C2C=C(c3ccc(Br)s3)Nc3ncnn32)cc1OC (stereo unspecified),8,-31
CCOC(=O)c1sc(NC(=O)c2sccc2C)cc1C,-4,·
Cc1ccc2c(c1)N(Cc1ccc3c(c1)OCO3)C(=O)C(C)O2 (stereo unspecified),14,0
CC1CCCC(C)N1C(=O)Nc1cccc(Cl)c1 (stereo unspecified),7,-8
Cc1ccc(-c2nnc(SCC(=O)N3CCCc4ccccc43)n2N)cc1,4,-8
CCOc1ccccc1N(CC(=O)O)S(=O)(=O)c1ccc(C)cc1,-19,1
CCCCc1[nH]nc2c1C1(C(=O)N(CC)c3ccccc31)C(C#N)=C(N)O2 (stereo unspecified),6,-4
CC(=O)Nc1ccc(N2CCCCC2)cc1,13,·
CNc1nc(Sc2cccc(C(F)(F)F)c2)cc(C(F)(F)F)n1,-8,·
COc1cc2c3nnc(-c4ccc(F)cc4)c-3cn(Cc3cccc(C)c3)c2cc1OC,8,·
COc1cccc(C2/C(=C(\O)c3c(C)nc4c(C)cccn34)C(=O)C(=O)N2CCCN(C)C)c1 (stereo unspecified),·,-6
Cc1nn(C)c(Oc2ccccc2)c1CCNS(=O)(=O)c1ccc(Cl)cc1,-10,·
C=CCn1c(SCC(=O)NCc2ccco2)nc2sc3c(c2c1=O)CCC3,-8,12
CCOc1ccc(OC(=O)C(CCS(C)(=O)=O)N2C(=O)c3ccccc3C2=O)cc1 (stereo unspecified),-15,·
Cc1nc2cccc(C(=O)NCc3ccccc3)c2o1,1,-6
O=C(/C=N/O)NCCN1CCCCC1,-1,71*
CC(=O)NC(=S)Nc1ccc(NC(=O)COc2ccc(Cl)cc2Cl)cc1,3,·
O=C(c1ccccc1-c1nc2ccccc2[nH]1)N1CCOCC1,13,-11
O=C(NC1CC1)C1=C[C@@H](c2ccc(Br)cc2)C[C@@H](OCc2ccc(CO)cc2)O1,6,·
SMILES,RmlCD inh mix,RT RNaseH block
COc1ccccc1NC(=O)NCC(=O)Nc1ccc(F)c(F)c1,-17,-3
Cc1nc(S/C(=C/c2ccc(-c3ccc(Cl)cc3)o2)C(=O)O)n[nH]1,9,·
CC(C)Sc1nc(SCC(=O)NCc2ccco2)c2c3c(sc2n1)COC(C)(C)C3,-8,-13
COc1ccccc1CNC(=O)CCn1c(=O)sc2ccccc21,3,-24
O=C(c1ccco1)N1CCN(C(=O)C2CCCO2)CC1 (stereo unspecified),8,2
CC1(C)CC(=O)c2cc(OCC(=O)NCCN3CCCc4ccccc43)ccc2O1,3,-18
COC(=O)N1CN(C(=O)OC)CN(C(=O)OC)C1,-1,-7
COc1ccc(S(=O)(=O)Nc2cccc(C)n2)c2ccccc12,13,-11
CCC(Sc1nc2ccccc2c(=O)[nH]1)C(=O)O (stereo unspecified),-1,·
O=C(CSc1ncn[nH]1)N1CCN(c2nnc(-c3ccccc3)c3ccccc23)CC1,-8,4
O=C(CN1CCCC1)Nc1ccc(NC(=O)Nc2ccccc2)cc1,4,-1
O=C(COc1ccc(Cl)cc1)N1CCN(S(=O)(=O)c2ccc(Cl)cc2)CC1,6,·
COc1ccc(C2C(C(=O)OCC(=O)Nc3ccc(C)cc3)CCC(=O)N2c2ccc(OC)cc2)cc1 (stereo unspecified),8,·
Cc1nc2ccccc2nc1CSc1nncs1,11,-1
Cc1ccc(C)c2[nH]c(=O)c(CN(CCN3CCOCC3)Cc3nnnn3CC3CCCO3)cc12 (stereo unspecified),8,6
Cc1nc(SCC(=O)Nc2c(C)nn(C)c2C)c2cnn(-c3ccccc3)c2n1,4,·
CCCCCCn1cc(C(=O)O)c(=O)c2ccccc21,-15,-2
CCN1CCN(c2ccc(NC(=O)Cc3ccccc3)cc2)CC1,-111,4
CCc1ccc2c(c1)cc(CN(C(=S)Nc1cccc(C)c1)C1CC1)c1nnnn12,9,·
CN1CCN(C(=O)Cn2c(=O)oc3cc(S(=O)(=O)NCc4ccccc4)ccc32)CC1,-9,-12
COc1ccc(CCNC(=O)c2ccn[nH]2)cc1OC,-2,47
CCOc1[nH]n(-c2ccc(Cl)cc2)c(=O)c1C=Nc1ccc(O)cc1,-2,·
N#CC1=C(SCC(N)=O)NC(=O)CC1c1ccccc1Cl (stereo unspecified),-10,-9
CC(CNC(=O)c1cncc(O)c1)NC(=O)c1cncc(O)c1 (stereo unspecified),13,-16
c1ccc2c(CSCc3nc4ccccc4[nH]3)cccc2c1,1,·

# Six successive records already listed, for reference:
SMILES,RmlCD inh mix,RT RNaseH block
CCC(Sc1nc2ccccc2c(=O)[nH]1)C(=O)O (stereo unspecified),-1,·
O=C(CSc1ncn[nH]1)N1CCN(c2nnc(-c3ccccc3)c3ccccc23)CC1,-8,4
O=C(CN1CCCC1)Nc1ccc(NC(=O)Nc2ccccc2)cc1,4,-1
O=C(COc1ccc(Cl)cc1)N1CCN(S(=O)(=O)c2ccc(Cl)cc2)CC1,6,·
COc1ccc(C2C(C(=O)OCC(=O)Nc3ccc(C)cc3)CCC(=O)N2c2ccc(OC)cc2)cc1 (stereo unspecified),8,·
Cc1nc2ccccc2nc1CSc1nncs1,11,-1

# 3 compounds out of the list, arranged by SMILES length, ascending.
SMILES,RmlCD inh mix,RT RNaseH block
CCCCCCn1cc(C(=O)O)c(=O)c2ccccc21,-15,-2
CCC(Sc1nc2ccccc2c(=O)[nH]1)C(=O)O (stereo unspecified),-1,·
COc1ccccc1CNC(=O)CCn1c(=O)sc2ccccc21,3,-24
